# Source: PubChem
# HIV fusion peptide: inhibitors of HIV fusion peptide binding, primary screen, biochemical, uHTS, fluorescence dequenching (AID 1986). cell-free peptide binding, fluorescence dequenching, 30 min; higher % means a stronger effect. inhibition, % at 20 µM; hits with a dose series show IC50 in µM. 0.3% of 290,000 active; in the data active = inhibition mostly above about 52%, no sharp cut-off; inactive = mostly below about 76%; note: some results filed as inactive read as strong as hits
# NS5 inhibitors: Dengue-2 NS5 methyltransferase inhibitors, primary screen, biochemical, confirmation dose response (AID 588689); Genome polyprotein (Dengue virus type 2 (strain 16681-PDK53)); Dengue-2 NS5 methyltransferase capping enzyme assay, biochemical; higher % means a stronger effect; inhibition, % at 25 µM; hits with a dose series show IC50 in µM; 0.3% of 340,000 active; in the data active = a potency from the dose series
# PhoP inhibition: inhibitors of PhoP regulon expression, primary screen, Salmonella Typhimurium, GFP reporter (AID 1863); inhibition, % at 50 µM; hits with a dose series show IC50 in µM; S. Typhimurium PhoP-regulated promoter GFP reporter, 4 h; higher % means a stronger effect; 0.16% of 300,000 active;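 active = inhibition over 29.93%, a cutoff 3 SD above the screen mean, later confirmed by dose response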;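 note: 0% = low Mg2+ inducing control and 100% = high Mg2+ repressing control; strong numbers were not always called active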
# Large T inhibition: SV40 large T antigen inhibitors, biochemical (AID 1903). SV40 large T antigen ATPase/helicase inhibition assay; higher % means a stronger effect. inhibition, % at 20 µM, or IC50 in µM where a hit was titrated. 0.39% of 310,000 active; in the data active = a potency from the dose series; note: strong numbers were not always called active
# K1F lysis inhibition: inhibition of K1F phage lysis, E. coli UTI89, bacterial capsule biogenesis inhibitors, alamar blue (AID 488966) | E. coli UTI89 K1F phage lysis, alamar blue, 2 h; higher % means a stronger effect | inhibition, % at 100 µM, or IC50 in µM where a hit was titrated | 0.02% of 340,000 active;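 active = phage lysis inhibition, versus mean bacterial control, above a set limit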;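 note: capsule biogenesis inhibitors block K1F phage lysis so surviving cells raise fluorescence; higher fluorescence means more inhibition of phage lysis; actives were called in the ten point dose series up to 300 µM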
# GPR35 antagonists: GPR35 antagonists blocking zaprinast-driven arrestin recruitment, primary screen, imaging, U2OS, beta-arrestin-GFP, zaprinast agonist (AID 2058); 0.052% of 290,000 active; U2OS GPR35 beta-arrestin-GFP translocation imaging, zaprinast antagonism; higher % means a stronger effect; inhibition, % at 10 µM; hits with a dose series show IC50 in µM; G-protein coupled receptor 35 (Homo sapiens);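 active = inhibition of at least 50% with at least 30 cells and total cytoplasm GFP at most 10,000,000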
# MgcRacGAP inhibition: MgcRacGAP GTPase-activating activity inhibitors, confirmation, biochemical, ADP Hunter fluorescence; AID 624330, 2012; 0.6% of 340,000 active; Rac GTPase-activating protein 1 (Homo sapiens); inhibition, % at 30 µM, or IC50 in µM where a hit was titrated; MgcRacGAP-stimulated Rac1 GTP hydrolysis, ADP Hunter fluorescence; higher % means a stronger effect; GST-tagged Rac1 F28L mutant substrate;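 active = first-screen hits whose inhibition reached a set limit at any dose in the follow-up dose series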;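 note: fluorescence reports GDP produced by GAP-driven GTP hydrolysis; strong numbers were not always called active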
# GPR55 LPI antagonism: GPR55 antagonists blocking LPI-driven arrestin recruitment, primary screen, imaging, U2OS, beta-arrestin-GFP, LPI agonist (AID 2013). U2OS GPR55 beta-arrestin-GFP translocation imaging, LPI antagonism; higher % means a stronger effect. one-dose inhibition, % at 10 µM; IC50 in µM for titrated hits. G-protein coupled receptor 55 (Homo sapiens). 0.13% of 290,000 active;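 active = spots per cell inhibited over 60%, with over 100 cells counted and total cytoplasm intensity under 500,000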;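 note: U2OS cells stably carrying GPR55 and arrestin-GFP stimulated by 5 µM LPI near EC80; imaged beta-arrestin-GFP aggregate spots per cell after agonist stimulation; plate controls were LPI-stimulated DMSO wells for no effect and DMSO wells without LPI for full effect; some results filed as inactive read as strong as hits; confirmed hits need IC50 under 10 µM and bright autofluorescent wells are also inconclusive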
# RSV antiviral HEp-2: RSV antiviral activity via CPE protection, HEp-2 cells, primary 10 µM value included (AID 2391); HEp-2 cells, RSV-induced CPE inhibition; higher % means a stronger effect; 0.13% of 310,000 active; CPE inhibition, % at 10 µM; hits with a dose series show IC50 in µM; in the data active = a potency from the dose series; note: strong numbers were not always called active
# NS5 inhibitors pilot replicate: also measured in NS5 inhibitors; calls as there; inhibition, %; measured here: pilot screen replicate inhibition
# An asterisk follows results filed as active; . = not tested or not shown; & = joins results of further samples; [ ] = another dose, or the depositor's remark.
# The first 3 entries, ahead of the listing:
SMILES,HIV fusion peptide,NS5 inhibitors,PhoP inhibition,Large T inhibition,K1F lysis inhibition,GPR35 antagonists,MgcRacGAP inhibition,GPR55 LPI antagonism,RSV antiviral HEp-2,others
CCOC(=O)C1C(C)=C(Nc2ccc(OC)cc2)C(=O)N1c1ccc(OC)cc1 (configuration not stated),-3.5%,-2.2%,-12.0%,14.9%,-3.2%,9.3%,-1.2%,-1.8%,1.0%,
Cc1cccn2c(=O)nc(SCC(=O)Nc3ccc4c(c3)OCO4)nc12,.,4.4%,-3.0%,8.7%,1.5%[50 µM],.,1.1%,.,-2.4%,
CCN(C(=O)CSc1nnnn1-c1cc(C)ccc1OC)C1CCS(=O)(=O)C1 (configuration not stated),1.4%,2.8%,18.4%,4.9%,0.9%,16.8%,12.1%,9.2%,1.1%,

# The listing (from the top)
SMILES,HIV fusion peptide,NS5 inhibitors,PhoP inhibition,Large T inhibition,K1F lysis inhibition,GPR35 antagonists,MgcRacGAP inhibition,GPR55 LPI antagonism,RSV antiviral HEp-2,others
CCOC(=O)C1C(C)=C(Nc2ccc(OC)cc2)C(=O)N1c1ccc(OC)cc1 (configuration not stated),-3.5%,-2.2%,-12.0%,14.9%,-3.2%,9.3%,-1.2%,-1.8%,1.0%,
Cc1cccn2c(=O)nc(SCC(=O)Nc3ccc4c(c3)OCO4)nc12,.,4.4%,-3.0%,8.7%,1.5%[50 µM],.,1.1%,.,-2.4%,
CCN(C(=O)CSc1nnnn1-c1cc(C)ccc1OC)C1CCS(=O)(=O)C1 (configuration not stated),1.4%,2.8%,18.4%,4.9%,0.9%,16.8%,12.1%,9.2%,1.1%,
O=[N+]([O-])c1ccc(-c2nc(-c3cccs3)c(-c3cccs3)[nH]2)cc1,6.2%,-33.0%,22.5%,11.8%,5.4%,11.7%,3.2%,22.4%,-1.7%,
COc1ccc(C2C(C(=O)N3CCCC3)c3cc(OC)c(OC)cc3C(=O)N2C)cc1 (configuration not stated),-0.7%,-4.1%,-6.9%,12.0%,0.0%,-4.2%,-0.8%,-2.4%,3.7%,
CCCCOc1ccc(/C(O)=C2/C(=O)C(=O)N(CCCOC)C2c2ccncc2)cc1 (configuration not stated),1.1%,-1.6%,-7.1%,12.3%,0.2%,15.3%,8.9%,6.0%,2.3%,
COc1cc(CNCCc2ccc(S(N)(=O)=O)cc2)ccc1OCc1ccc(Cl)cc1,-0.6%,-1.6%,13.0%,7.2%,1.2%,-5.6%,3.6%,33.9%,0.0%,
Cc1cccc(N2C(=O)CN=C2Nc2nc(C)cc(C)n2)c1,-1.7%,-5.7%,0.3%,24.4%,-1.6%,-2.5%,2.6%,0.2%,0.0%,
COc1c(F)c(F)cc2c(=O)c(C(=O)O)cn(C3CC3)c12,0.0%,-11.1%,37.5µM*,3.7%,4.7%[50 µM],-16.8%,.,7.1%,7.2%,
CC(=O)Nc1ccc(S(=O)(=O)NCC2CCC(C(=O)NC(C)c3ccc4c(c3)OCCO4)CC2)cc1 (configuration not stated),-1.9%,.,-1.3%,3.9%,.,-6.4%,.,-14.7%,2.0%,
CCc1c(C)nc2cc(-c3ccccc3)[nH]n2c1=O,2.3%,1.3%,-0.8%,10.8%,-0.3%,-2.4%,22.2%,-12.7%,2.1%,NS5 inhibitors pilot replicate=-2.4
CC(C)C(CCNCc1ccccn1)c1ccc(Cl)cc1 (configuration not stated),-0.8%,-7.2%,-1.0%,4.1%,0.6%,-8.4%,30.5%,-0.8%,-0.9%,
CSCCC(NC(=O)c1ccccc1)C(=O)NCc1ccco1 (configuration not stated),-1.5%,0.0%,-3.3%,5.5%,5.7%,-3.8%,1.5%,16.4%,1.4%,
CN1CCN(/N=C/c2ccc(OCc3ccccc3)cc2)CC1,-0.4%,3.9%,-7.7%,19.8%,-0.8%,2.4%,-19.6%,-4.4%,0.4%,
O=C(CSc1nc(-c2ccc(F)cc2)cs1)NC(=O)NCc1ccco1,3.0%,-6.2%,-7.3%,6.9%,0.1%,19.6%,18.2%,-1.3%,3.0%,
CC(NC(=O)CN(c1ccc(Cl)cc1)S(C)(=O)=O)c1ccccc1 (configuration not stated),2.2%,.,-2.7%,4.6%,-0.7%,14.0%,12.8%,9.9%,0.2%,
Cc1oc(-c2ccccc2Cl)nc1CN(Cc1ccccn1)C[C@@H]1CCC(=O)N1,2.0%,4.5%,10.5%,3.8%,-0.1%,9.5%,7.5%,-2.3%,1.5%,
O=C(OCCN1C(=O)c2ccccc2C1=O)C1CCN(S(=O)(=O)c2cccs2)CC1,-0.6%,1.1%,-2.0%,3.2%,2.1%,5.1%,2.8%,11.6%,1.4%,
Cc1ccc(C)c2[nH]c(=O)c(CCNC(=O)CC(C)(C)C)cc12,-0.4%,-4.9%,9.2%,1.2%,-0.3%,-8.1%,-3.5%,12.2%,1.6%,
COc1ccc(C2CC2C(=O)c2ccccn2)cc1 (configuration not stated),-1.4%,0.7%,-6.7%,11.4%,-0.9%,-0.2%,11.3%,-3.4%,2.1%,
CCOc1ccc(C2N(c3ccc(OC)cc3)C(=O)C3CCCN32)cc1OC (configuration not stated),2.2%,-2.2%,3.9%,-0.7%,5.7%,7.5%,1.2%,-21.5%,-0.3%,
CN(C)CCN(Cc1ccccc1)C(=O)[C@H](Cc1ccccc1)N1C(=O)c2ccccc2C1=O,-1.9%,-3.3%,2.1%,-2.4%,0.1%,-9.2%,4.9%,-1.5%,2.5%,
Cc1cc(-c2nnc(SCC(=O)Nc3ccccc3C(F)(F)F)o2)c(C)n1-c1ccccc1,0.1%,0.7%,4.3%,1.7%,9.3%,0.1%,-3.6%,1.2%,3.8%,
c1ccc(-c2cc3c(ccc4nonc43)nn2)cc1,0.8%,-7.4%,-18.5%,8.3%,0.0%,6.5%,1.7%,9.1%,3.5%,
CCN(c1cccc(C)c1)S(=O)(=O)c1csc(C(N)=O)c1,1.2%,-3.9%,-4.5%,5.5%,0.0%,10.0%,.,7.7%,0.9%,
SMILES,HIV fusion peptide,NS5 inhibitors,PhoP inhibition,Large T inhibition,K1F lysis inhibition,GPR35 antagonists,MgcRacGAP inhibition,GPR55 LPI antagonism,RSV antiviral HEp-2,others
CC(C)OC(=O)c1ccc(Cn2nnc3ccccc3c2=O)cc1,-1.8%,-2.7%,3.5%,2.3%,-0.2%,17.1%,9.9%,-4.6%,12.4%,NS5 inhibitors pilot replicate=-0.3
N/C(=N\OC(=O)CCCc1ccccc1)c1ccc([N+](=O)[O-])cc1,-0.3%,-4.8%,-9.0%,3.5%,1.4%,-19.2%,6.5%,7.6%,0.8%,
CCOC(=O)C1=C(C)NC(C)=C(C(=O)OCC)C1C(=O)OCC(=O)NC(C)C,-2.0%,-0.8%&-4.7%,2.4%,0.8%,2.0%&0.0%,5.0%,-6.4%&4.6%,12.0%,0.5%,
O=C(NCCC1=CCCCC1)C1CCC(CNc2c(N3CCCCC3)c(=O)c2=O)CC1 (configuration not stated),-1.6%,1.5%,-6.3%,12.4%,-0.8%[50 µM],-9.3%,14.3%,0.4%,0.7%,
O=c1c2c3c(sc2nc2n1CCCCC2)CCC3,0.8%,-3.4%,-1.2%,1.7%,0.0%,5.1%,9.3%,-4.4%,0.2%,
Cc1nc2nc(C)c(CCC(=O)N3CCN(c4ccccc4)CC3)c(C)n2n1,-1.0%,-9.7%,-9.9%,12.1%,0.3%,5.7%,9.3%,-8.4%,0.3%,
Cc1ccc(SCC(=O)Nc2ccc(F)cc2[N+](=O)[O-])cc1C,-1.1%,-1.9%,9.4%,2.8%,0.8%[50 µM],0.9%,-4.4%,-8.8%,8.9%,
CCN(CC)c1nc(Nc2ccccc2)nc(Oc2ccc(=O)[nH]n2)n1,0.5%,6.4%,1.4%,12.3%,0.5%,-13.3%,5.1%,-9.8%,9.2%,
Cc1cccc(C)c1OCC(=O)NCC1CCCO1 (configuration not stated),-2.1%,-9.0%,-5.5%,2.1%,0.5%,2.2%,4.8%,7.3%,1.8%,
O=C1C=C(c2ccnc3cc(Cl)ccc23)C[C@@H](c2ccc3c(c2)OCO3)C1,.,4.8%,.,.,2.6%,.,0.0%,.,1.8%,
CC(CN1CCOCC1)OC(=O)c1cccc(Br)c1 (configuration not stated),-0.3%,.,-6.8%,2.8%,-0.1%,8.0%,13.6%,18.5%,1.2%,
CCOC(=O)c1c(NC(=O)COC(=O)c2ccccc2NC)sc(C(=O)N(C)C)c1C,0.6%,-4.5%,-4.7%,17.4%,-0.1%,-1.4%,9.8%,18.9%,13.3%,
COC(=O)c1[nH]c2c(c1C)C(=O)CC(c1ccc(OC)c(OC)c1)C2 (configuration not stated),-0.9%,-8.2%,7.5%,17.9%,-0.1%,14.1%,6.8%,11.9%,19.3%,
Cc1ccc(-c2nnn(CC(=O)N(c3ccc(F)cc3)C(C(=O)NC3CCCC3)c3ccncc3)n2)o1 (configuration not stated),0.8%,-12.5%,-5.1%,12.8%,0.2%,-2.3%,5.1%,-5.4%,2.1%,
COC(=O)c1cnc(NNS(=O)(=O)c2ccc(Cl)cc2)nc1C(F)(F)F,-2.9%,.,-8.4%,7.7%,.,8.3%,.,12.1%,1.9%,
CSC1=NCCCN1C(=O)c1c(-c2ccccc2Cl)noc1C,-3.0%,-9.9%,-2.0%,10.2%,-1.9%,-1.7%,3.2%,3.7%,0.4%,
CSc1nc(C)c2c(n1)N(c1ccc(O)cc1)CC2,-0.1%,-4.3%,4.7%,14.8%,-4.0%,18.9%,16.8µM*,2.7%,0.6%,
Cc1cc2nc(C)n(CCCN)c2cc1C,2.6%,7.5%,-1.3%,-3.8%,0.1%,-7.0%,12.3%,-0.1%,-1.6%,NS5 inhibitors pilot replicate=0.1
COc1cc(C(=O)NCC2CCCCC2)cc(OC)c1OC,1.6%,-8.1%,-1.2%,2.6%,0.0%,2.2%,8.8%,-3.5%,2.4%,
CCOc1ccccc1NC(=O)CN(c1nccs1)S(=O)(=O)c1ccc(N)cc1,-0.6%,0.0%,13.3%,10.8%,0.9%,-13.1%,5.0%,-7.4%,1.2%,
Nc1nc2c(c(=O)[nH]1)C(c1ccccc1)C1=C(N2)c2ccccc2C1=O (configuration not stated),0.2%,-8.0%,-3.9%,11.8%,-0.1%,-7.9%,11.4%,15.8%,-2.3%,
CCC(=O)NC(=S)Nc1ccc(S(=O)(=O)NC2CCCCC2)cc1,-2.6%,-2.7%,11.7%,14.5%,0.0%,-7.1%,6.1%,1.8%,19.8%,
CCC1CCCCN1CCCNC(=O)CN1C(=O)COc2ccccc21 (configuration not stated),1.8%,-8.8%,-6.8%,9.0%,0.1%,-1.0%,5.1%,-5.7%,0.5%,
CCCCn1c(=O)[nH]c(=O)c2c1nc(-c1ccc(-c3ccc(F)cc3)o1)n2C,1.5%,.,1.2%,13.4%,.,-1.1%,.,14.0%,-0.6%,

# No enrichment for hits; any-hit rate near 1.5%.
